Source: PubChem (University of Kansas High Throughput Screening Laboratory)
mHTT CaM bind: mutant huntingtin-calmodulin interaction inhibitors – biochemical, AlphaScreen, primary screen; P42858; AlphaScreen His-mHTT/GST-CaM binding, luminescence; inhibition, % at 15 µM; 190,000 tested, 3.6% active;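 also: 0% = both proteins with DMSO and 100% = one protein alone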
Pf apPOL inh: Pf-apPOL inhibitors, biochemical, fluorescence. 210,000 tested, 0.25% active. Plasmodium falciparum apicoplast DNA polymerase (apPOL). Recombinant Pf-apPOL, molecular beacon fluorescence, 1.5 h. inhibition, % at 10 µM
* hit, by the source's call; i = inactive; · = not tested or not shown; & = joins results of further samples. Rule as the data show it: active = inhibition above about 50%; inactive = the rest.

Order of values: mHTT CaM bind | Pf apPOL inh
> COc1cc(OC)c(NC(=O)N2CC(C)Oc3ccc(C)cc32)cc1Cl (stereo unspecified)
    -5 | -6
> COCCNC(=O)C1(C)CCC(=O)N1Cc1cccc(OC)c1OC (stereo unspecified)
    6 | -2
> CC(=CCOc1ccc2ccc(=O)oc2c1)CC1C=C(C)C(=O)O1 (stereo unspecified)
    · | -2
> O=C(COc1ccc(-n2cnnn2)cc1)Nc1ccc(OC(F)(F)Cl)cc1
    -2 | -14
> CCOC(=O)c1c(C)noc1C(C)=NOC(=O)Nc1cccc(C(F)(F)F)c1
    · | -1
> O=C(NCc1ccc(F)cc1)C1CCN(c2nn3c(=O)c4c(nc3s2)CCCC4)CC1
    9 | -1
> O=C(CNc1ccccc1-c1nc2ccccc2[nH]c1=O)N1CCC2(CC1)OCCO2
    -6 | -9
> O=C(Cn1cnc2c(-c3ccccc3)csc2c1=O)Nc1ccc(F)cc1
    -1 | 1
> Cc1ccc(NC(=O)c2ccc(Br)o2)c(C)c1
    -2 | -1
> S=C(NCCc1ccccc1)NN=Cc1c(-c2ccc(Cl)cc2)[nH]c2ccccc12
    · | -12
> CCn1c(=O)c2c(ncn2Cc2ccc(F)cc2)n(-c2cccc(C)c2)c1=O
    6 | 0
> COc1cc(NC(=O)c2cc3cc4ccc(C)cc4nc3o2)cc(OC)c1OC
    18 | 4
> CC(=O)N1CCc2cc(N3CC(C(=O)Nc4ccccc4C)CC3=O)ccc21 (stereo unspecified)
    -2 | -6
> O=C1C2CCCN2C(c2ccc(F)c(F)c2)N1c1cccc(Cl)c1 (stereo unspecified)
    -4 | -9
> COC(=O)c1c(NC(=O)C(C)C)sc(C)c1-c1ccccc1
    -34 | -8

Order of values: mHTT CaM bind | Pf apPOL inh
> Cn1cc(CCNC(=O)C2COc3ccccc3O2)c2cccnc21 (stereo unspecified)
    -1 | -1
> CC(=O)Nc1ccc(S(=O)(=O)N2CCN(S(=O)(=O)c3ccccc3[N+](=O)[O-])CC2)cc1
    2 | 3
> CN(CCNC(=O)c1ccc2c(c1)N(S(C)(=O)=O)CC2)C1CCCCC1
    -2 | 5
> CCOC(=O)c1nonc1N
    -5 | ·
> COc1ccccc1Oc1nc2c(c(=O)n(C)c(=O)n2C)n1Cc1ccccc1F
    -5 | -8
> CC1CCN(C(=O)c2ccc(-c3csc(C4CC4)n3)cc2)CC1
    5 | -6
> O=C(Nc1nn[nH]n1)c1ccc2c(c1)OCO2
    5 | -6
> Cc1[nH]nc(-c2cccc(F)c2)c1NC(=O)Cc1ccccc1
    0 | -1
> CCN(CC)c1ccc(N=C2C=CC(=O)c3ccccc32)c(C)c1
    · | 0
> O=C1[C@H](Cc2ccccc2)NC/C=C\C[C@@H](c2ccc(Cl)cc2)N1Cc1ccccc1
    93* | -3
> CN(C)/C=C1/C(=O)N(c2c(Cl)cccc2Cl)c2ccc([N+](=O)[O-])cc21
    11 | 1
> CC(C)c1ccc(Cn2c(CO)nc3ccccc32)cc1
    20 | 0
> Cc1ccc(C(=O)Nc2ccccc2C(N)=O)cc1Cl
    4 | -7
> S=c1[nH]nc2nc(-c3ccccc3)c(-c3ccccc3)nn12
    · | 8
> COc1cc(/C=C2\C(=O)Nc3ccc(Cl)cc32)cc(OC)c1OC
    0 | -5

Order of values: mHTT CaM bind | Pf apPOL inh
> COc1cccc(NC(=O)c2ccc(-c3ccsc3)nc2)c1
    5 | 36
> O=C1NC(=O)C2C1C1(Br)c3ccccc3C2(Br)c2ccccc21 (stereo unspecified)
    6 | -4
> CN1C(=O)c2ccccc2C(C(=O)Nc2ccc(F)cc2Cl)C1c1ccc(F)cc1 (stereo unspecified)
    -2 | -6
> Cc1cccc(Cn2nc(C(C)(C)C)cc2-c2n[nH]c(=S)o2)c1
    · | -26&-37
> COc1ccc(OCCSc2nc3ncnc(N)c3[nH]2)cc1
    -3 | ·
> O=C1SCCC1NS(=O)(=O)c1cc(C(F)(F)F)cc(C(F)(F)F)c1 (stereo unspecified)
    · | 0
> CCn1nccc1C(=O)N1CCC(c2nc3ccncc3n2CC(C)C)C1 (stereo unspecified)
    1 | -2
> O=C(Nc1ccc(S(=O)(=O)N2CCCC2)cc1)c1cccc([N+](=O)[O-])c1
    -1 | 7
> CCS(=O)(=O)NC1CCN(c2ccccc2C(=O)N(C)C(C)C)CC1
    -1 | -7
> COc1ccccc1CNCc1ccc(SC)cc1
    1 | -4
> COc1cc2c(c(CO)c1OC)CC1c3c(cc4c(c3OC)OCO4)CCN1C2 (stereo unspecified)
    10 | -3
> CCn1cc(C2=CCN(C(=O)Nc3ccc(OC)c(OC)c3)CC2)c2cccnc21
    33 | 0
> O=C(NCCc1ccccc1)c1cc(S(=O)(=O)N2CCc3ccccc32)ccc1F
    11 | -6
> CCOC(=O)c1c(C)c(C(=O)NCc2ccccc2Cl)c(C)n1CC
    -8 | -1
> Cc1nc2ccc(NC(=O)Nc3ccc(N4CCOCC4)cc3)cc2nc1C
    5 | -6

Order of values: mHTT CaM bind | Pf apPOL inh
> CCOc1ccc(-n2c(C)cc(C=O)c2C)cc1
    2 | 1
> COc1ccc(Oc2c(C)oc3c(CN4CCN(C)CC4)c(O)ccc3c2=O)cc1
    4 | -8
> c1ccc(N2CCN(c3ncnc4c3nc3n4CCCC3)CC2)cc1
    6 | 3
> CN(C)C(=O)c1cc2c(s1)CCC(C(=O)N1CCCCC1)C2 (stereo unspecified)
    0 | -1
> CC1CCN(C(=O)CCc2nnc(-c3cccc(C(F)(F)F)c3)[nH]c2=O)CC1
    1 | -2
> O=C(COc1ccccc1)Nc1ccc(F)cc1
    -3 | 1
> CCC1CC(CNC(=O)Nc2ccc(OC)cc2)C1(C)C (stereo unspecified)
    -3 | 4
> COc1ccc(NC(=O)c2cc3c(s2)CN(C2CCCC2)C3)c(OC)c1
    2 | -2
> COc1cc(CCC(C)NC(=O)c2ccco2)ccc1OC(=O)c1ccco1 (stereo unspecified)
    · | 4&-12
> Cc1cc(OCC(=O)N2CCCC2)nc(-c2ccc(Cl)cc2)n1
    -5 | -5
> Cc1ccc(SCCc2ccncc2)cc1
    -15 | -8
> O=C(Nc1ccc2c(c1)OCCO2)C1c2ccccc2C(=O)N2CCc3ccccc3C12 (stereo unspecified)
    1 | -4
> CCC(=O)N1CCc2sc(S(=O)(=O)Nc3ccc(OC)cc3)cc2C1
    4 | -1
> O=C(CCc1ccc2cc[nH]c2c1)NCc1cccc(Cl)c1
    18 | -1
> Cc1ccc(C2=N/C(=C/c3ccc4c(c3)OCO4)C(=O)O2)cc1
    -4 | -3

Order of values: mHTT CaM bind | Pf apPOL inh
> O=C(Nc1nnc(C2CC(=O)N(c3ccccc3)C2)o1)c1ccccc1 (stereo unspecified)
    2 | -1
> Cc1ccc(S(=O)(=O)c2ccccc2)cc1S(=O)(=O)N1CCOCC1
    -6 | 2
> c1cc(-c2n[nH]c(C3CCCN(C4CCCC4)C3)n2)ccn1 (stereo unspecified)
    -6 | -1
> CC(C)C(=O)NCc1csc(C2CCCN(C(=O)C3CCCCC3)C2)n1 (stereo unspecified)
    -13 | -3
> Cc1ccc(S(=O)(=O)N2CCN(C(=O)N3CCOCC3)C2C(C)C)cc1 (stereo unspecified)
    -6 | -4
> CC1(C)O[C@@H]2[C@H](O1)[C@@H]1C[C@H]2NC1=O
    -3 | ·
> Cc1cccc(NC(=O)N2CCCC2c2cc(C)no2)c1 (stereo unspecified)
    -11 | -6
> Cc1ncc(CO)c2cc(C(=O)Nc3ccc(Cl)cc3)c(=Nc3cccc(F)c3)oc12
    3 | 0
> Cc1oc(C2CCN(C(=O)c3ccco3)CC2)nc1C(=O)N(C)C
    -2 | -2
> Cc1sc(NC(=O)COc2ccc(Cl)cc2Cl)c(C(N)=O)c1C
    -3 | 6
> Cc1c(C(=O)Nc2ccc(O)cc2C(=O)O)cccc1[N+](=O)[O-]
    3 | -1
> COc1ccc(C(CC(=O)O)NC(=O)c2ccc(Cl)cc2)cc1OC (stereo unspecified)
    -6 | -8
> Cc1cc(NC(=O)c2cccc(Cl)c2)cc(C)c1O
    1 | -4
> Cc1cc(OCC(=O)Nc2sc(C)c(C)c2C(N)=O)ccc1Br
    1 | 0
> O=C(NCCCn1cccc1)c1nc2ccccc2s1
    16 | -10

Order of values: mHTT CaM bind | Pf apPOL inh
> COc1cccc2sc(N3CCN(C(=O)C4COc5ccccc5O4)CC3)nc12 (stereo unspecified)
    20 | -20
> CC(C)n1c(=O)c(N2CCN(C(=O)c3cc(-c4ccccc4)n[nH]3)CC2)nc2ccncc21
    50* | 4
> CCCCNC(=O)c1n[nH]c2c1CN(C(=O)c1cccc(C)c1)CC2
    -6 | 6
> O=C(O)C=CC(=O)Nc1ccc(C(=O)O)c(O)c1
    · | 0
> CCC(C)Oc1c(Cl)cc(/C=C2\NC(=O)NC2=O)cc1OC (stereo unspecified)
    0 | -2
> COc1ccc(-c2cc3n(n2)CCCN(Cc2ccccc2C)C3)cc1OC
    73* | 2
> COc1ccc(CNC(=O)c2cc3c(s2)CCN(C(=O)c2ccc(C)cc2)C3)cc1
    11 | -3
> O=[N+]([O-])c1cc(F)c(N2CCOCC2)cc1N1CCOCC1
    4 | -7
> NC(=O)c1ccc(NC(=O)/C=C/c2ccc3c(c2)OCO3)cc1
    2 | -4
> O=C(CCc1conc1-c1ccc(F)cc1)N1CCN(c2ccccn2)CC1
    6 | -2
> Cc1ccc(NC(=O)c2ccc([N+](=O)[O-])cc2NC(=O)c2ccccc2)c(C)c1
    5 | -64
> CCc1c(C(=O)N2CCN(C)CC2)c(CC(C)C)nn1-c1ccccc1
    7 | -1
> O=C1CCC([N+](=O)[O-])C(c2ccccc2Cl)N1 (stereo unspecified)
    · | -6
> CC12COC3(C(=O)NCCc4ccccc4)CC1CCC32C (stereo unspecified)
    -4 | -7
> CC(C)(C)NC(=O)N1CCC(CNC(=O)C(=O)Nc2cccc(N3CCCC3=O)c2)CC1
    -13 | 4

Order of values: mHTT CaM bind | Pf apPOL inh
> O=C(O)C1SCCN1C(=O)c1ccc(Cl)cc1 (stereo unspecified)
    · | -1
> Cc1cccc(NC(=O)C2CC(=O)N(c3ccccc3F)C2)c1C (stereo unspecified)
    -7 | -5
> CC(=O)N/C(=N\OCc1ccc(Br)cc1)c1nonc1NC(C)=O
    i | 5
> COc1ccc(N2C(=O)CC(SCC(=O)Nc3ccc(F)cc3)C2=O)cc1 (stereo unspecified)
    0 | -5
> COc1ccc(C(O)=C2C(=O)C(=O)N(CCCN(C)C)C2c2cccnc2)cc1OC (stereo unspecified)
    4 | -3
> CCc1ccc(C(=O)CSC2=C(C#N)C(c3cccs3)C(C(C)=O)=C(C)N2)cc1 (stereo unspecified)
    -30 | -7
> O=C(Nc1ccc(F)c(Cl)c1)N1CCc2nc[nH]c2C1
    -8 | 0
> CCOc1ccc(-n2c(=O)c3sccc3n(CC(=O)N3CCCCC3C)c2=O)cc1 (stereo unspecified)
    2 | 2
> CC(NC(=O)Cc1ccc(F)cc1)c1nc(-c2cccc(Cl)c2)no1 (stereo unspecified)
    -12 | 0
> CCn1cc(CCNC(C)=O)c2cccnc21
    -8 | -2
> Nc1cc(N)nc(SCCOc2ccc(Cl)cc2)n1
    -2&6 | -5
> Cc1ccc(N2C(=O)NC3CC2(C)Oc2ccc([N+](=O)[O-])cc23)cc1 (stereo unspecified)
    20 | -7
> O=c1nc2sccn2c2ccc([N+](=O)[O-])cc12
    -5 | ·
> O=C1c2ccccc2NC(c2cccs2)N1c1ccccc1 (stereo unspecified)
    1 | -2
> O=C(Nc1ccc2c(c1)C(=O)NC2=O)c1cccs1
    6 | -8

Order of values: mHTT CaM bind | Pf apPOL inh
> O=C(COc1ccc(F)cc1)NCc1ccco1
    -1 | -2
> COc1ccccc1NC(=O)N1CCCC(C)(C(=O)NCc2ccccc2C)C1 (stereo unspecified)
    6 | 2
> CC(C)C(C)NC(=O)c1cc(N2CCOCC2)nc2ccccc12 (stereo unspecified)
    -7 | 2
> Cc1nc(=S)c2ccccc2[nH]1
    14 | ·
> COc1ccc(Nc2ncnc(Nc3ccc(OC)cc3)c2[N+](=O)[O-])cc1
    1 | -8
> O=C(Nc1ccc2cn[nH]c2c1)c1ccc2nc[nH]c2c1
    11 | -1
> O=C(CCC1CCCCC1)Nc1nc2ccccc2s1
    0 | 0
> CN(C)c1ccc(NC(=O)Nc2ccc(OCc3ccccc3)cc2)cc1
    · | -1&2
